Compound activity as filed in PubChem.
PHOSPHO1 block = PHOSPHO1 (human) inhibition. inhibition, % at 13.3 µM. recombinant PHOSPHO1, absorbance phosphatase assay. 1.1% of 290,000 active. Q8TCT1; in the data active = inhibition above about 60%
Target sequence (Q8TCT1 whole entry, looked up): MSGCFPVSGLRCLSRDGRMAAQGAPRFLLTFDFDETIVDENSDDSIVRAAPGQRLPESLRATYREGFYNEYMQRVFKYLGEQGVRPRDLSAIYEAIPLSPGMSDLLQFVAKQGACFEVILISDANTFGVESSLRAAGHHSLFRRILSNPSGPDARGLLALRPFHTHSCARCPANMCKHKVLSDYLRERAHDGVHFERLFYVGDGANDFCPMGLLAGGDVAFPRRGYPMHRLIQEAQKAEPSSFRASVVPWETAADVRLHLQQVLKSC
OXTR ag = human OXTR agonism; P30559; CHO-OTR cells, Fluo-8 calcium fluorescence; normalized: DMSO 0%, oxytocin 100%; activation, % at 3 µM; 0.32% of 320,000 active; AID 2435;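 active = activation above the mean of all tested compounds plus 3 SD, cutoff set per screening run, cut at about 20% in these data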;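 also: peak over basal fluorescence ratio from a 100 s FLIPR kinetic read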
V1aR counter = activates human V1a receptor in oxytocin agonist counter-screen | AID 2797 | 0.25% of 320,000 active | CHO-V1R cells, Fluo-8 calcium fluorescence, agonist mode; 0% DMSO, 100% 3 nM vasopressin | activation, % at 3 µM;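 active = activation above the mean activation of all tested compounds plus 3 SD, per screening run, cut at about 20% in these data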;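 also: signal is peak over basal fluorescence ratio across a 100 second FLIPR read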
MEKK3 PB1 HTS = MEKK3-MEK5 PB1 interaction, increase or decrease; 1.4% of 290,000 active; binding response (% of control), % at 10 µM; Q99759; bead-based flow cytometry, Alexa488-MEK5 binding to MEKK3; actives lie on both sides; 0 = blocked by unlabeled MEK5, 100 = vehicle;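 active = binding response more than 3 SD above or below the average of its plate-row segment, actives on both sides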;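 also: Alexa488 bead fluorescence after subtracting the streptavidin-only scavenger bead signal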
Target sequence (Q99759 whole entry, looked up): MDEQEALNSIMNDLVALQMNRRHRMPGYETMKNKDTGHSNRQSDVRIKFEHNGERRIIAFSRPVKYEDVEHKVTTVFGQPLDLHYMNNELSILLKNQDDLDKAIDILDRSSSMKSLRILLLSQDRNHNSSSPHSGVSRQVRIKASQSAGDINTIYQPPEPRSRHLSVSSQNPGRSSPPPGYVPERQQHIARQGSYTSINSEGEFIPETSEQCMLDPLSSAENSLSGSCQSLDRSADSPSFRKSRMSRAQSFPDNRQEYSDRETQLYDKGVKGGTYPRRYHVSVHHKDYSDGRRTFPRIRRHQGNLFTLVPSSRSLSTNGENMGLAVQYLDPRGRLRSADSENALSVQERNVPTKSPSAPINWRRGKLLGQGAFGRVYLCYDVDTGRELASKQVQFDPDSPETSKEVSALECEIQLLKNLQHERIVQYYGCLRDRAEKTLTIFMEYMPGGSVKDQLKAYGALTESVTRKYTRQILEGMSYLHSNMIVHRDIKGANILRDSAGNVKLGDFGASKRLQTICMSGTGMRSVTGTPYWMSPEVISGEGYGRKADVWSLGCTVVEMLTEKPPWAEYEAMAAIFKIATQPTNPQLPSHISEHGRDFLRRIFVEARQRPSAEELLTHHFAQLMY
GalR3 antag = blocks the human galanin receptor 3 | O60755 | HEK293 GalR3-CNG cAMP membrane potential fluorescence; galR3 body fused to GalR1 C-terminus | inhibition, % at 3 µM | 0.44% of 360,000 active | AID 651719;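 active = inhibition above the screen-wide average plus 3 SD, cut at about 13% in these data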;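 also: forskolin and galanin both at EC90 stimulate the cells; cAMP rise reported by CNG channel membrane potential dye signal; 0% = forskolin plus galanin with DMSO and 100% = forskolin alone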
NALP1 yeast inh = NALP1 inhibition. S. cerevisiae NALP1/ASC/caspase-1 growth, X-gal OD620, 72 h. inhibition, % at 10 µM. 0.61% of 280,000 active; in the data active = inhibition mostly above about 24%, no sharp cut-off; inactive = mostly below about 32%; also: some compounds called inactive have numbers as strong as hits
MEKK2 mut-MEK5 = signal of MEK5 binding to mutant human MEKK2 PB1 domain. bead flow cytometry, Alexa488-MEK5 binding to MEKK2 mutant. percent response, % at 10 µM. 0.35% of 290,000 active. AID 1530; in the data active = percent response above about 24%, passing the limit was not always enough; also: inactives centre near 1; some results filed as inactive read as strong as hits; reference of the scale not given here
GPR7 antag = blocks human GPR7 receptor signaling; 1.1% of 290,000 active; P48145; GPR7-expressing cells, fluorescence antagonist assay; inhibition, % at 4.4 µM; in the data active = inhibition above about 16%, passing the limit was not always enough;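 also: cells stimulated with the agonist NPW; 0% = agonist with vehicle and 100% = vehicle without agonist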
MEKK2wt PB1 HTS = raises or lowers MEK5 binding to wildtype human MEKK2 PB1 domain; Q9Y2U5; bead flow cytometry, Alexa488-MEK5 binding to MEKK2 WT; actives lie on both sides; binding response (% of control), % at 10 µM; 1.1% of 290,000 active; AID 1531; in the data active = binding response below about 67% or above about 130%
Active calls of the source: *; x = no result given.

SMILES | PHOSPHO1 block | OXTR ag | V1aR counter | MEKK3 PB1 HTS | GalR3 antag | NALP1 yeast inh | MEKK2 mut-MEK5 | GPR7 antag | MEKK2wt PB1 HTS
O=C(NCCOC(=O)c1ccc([N+](=O)[O-])cc1)c1cccnc1 | -1 | -0.2 | 1.4 | 106 | -1 | 3 | 6 | -3 | 109
O=C1C2C3CC(C(Br)C3Br)C2C(=O)N1c1ccccn1 (configuration not stated) | 40 | 1.8 | 0.1 | 102 | 0 | 5 | -1 | -5 | 95
COc1ccc(C2=NN(C(=O)CN3CCOCC3)C(c3nc4ccccc4[nH]3)C2)cc1 (configuration not stated) | 48 | -1.3 | -0.1 | 52 | 2 | 3 | -20 | -2 | 67
C=CCNC(=S)Nc1sc2c(c1C(=O)OCC)CC(C(C)C)OC2 (configuration not stated) | 10 | -1.7 | -1.1 | 107 | -6 | 14 | 6 | 5 | 111
O=C(CCn1c(=O)sc2ccccc21)NC1CCCCC1 | 26 | -0.6 | 0.7 | 101 | 0 | 25 | 2 | -1 | 101
Cc1cccc(NN=C2c3ccccc3-c3ccccc32)c1 | -5 | -3.2 | -0.6 | 103 | 9 | 22 | 13 | 0 | 133
CCOc1ccc(CCNC(=O)C2CCCN(S(=O)(=O)c3c(C)n[nH]c3C)C2)cc1OCC (configuration not stated) | 16 | -0.5 | 0.6 | 104 | 4 | -20 | 12 | 2 | 108
CCCCc1nc2cc(C(=O)N3CCNC(=O)C3)ccc2o1 | 44 | -0.1 | -0.4 | 102 | -6 | 14 | 1 | -11 | 99
CCOC(=O)NC(CC(=O)O)c1ccc(OC)cc1 (configuration not stated) | -7 | 0.8 | 0.5 | 97 | -2 | 17 | -2 | -1 | 97
COc1cc(NS(=O)(=O)c2ccc(NC(=S)NC(=O)COc3ccccc3OC)cc2)nc(OC)n1 | 2 | -1.3 | 0.6 | 98 | -2 | 3 | -4 | -8 | 96
OCCc1c[nH]c2ccccc12 | 13 | 1.4 | 0.6 | 103 | -3 | -5 | 2 | -3 | 106
C[C@@H](C(=O)Nc1nc(-c2ccccn2)cs1)N1C(=O)C2CCCCC2C1=O (some centres not stated) | 70* | -0.2 | 0.3 | 103 | 5 | 4 | 1 | 4 | 99
CC1=NN(c2ccccc2C(=O)O)C(=O)C1N=Nc1ccccc1 (configuration not stated) | 50 | -2.7 | -0.9 | 105 | -5 | -9 | 8 | -25 | 105
CCCn1c(N)c(N(CCOC)C(=O)c2cccc(C(F)(F)F)c2)c(=O)[nH]c1=O | 40 | 0.5 | 0.2 | 100 | -7 | 15 | 2 | -1 | 99
O=C1CCCN1CCC(=O)N1CCCC(Nc2ccc(F)cc2)C1 (configuration not stated) | 33 | 0.1 | 1.1 | 106 | -6 | 0 | 7 | -9 | 109
COc1ccc(C(C(=O)NC(C)(C)C)N(Cc2cccs2)C(=O)CCC(=O)Nc2cc(C)on2)cc1 (configuration not stated) | 8 | -2.2 | -0.3 | 87 | 2 | -3 | 3 | -17 | 94
COCCN1C(=O)/C(=C2/C(=O)N(CC(=O)Nc3ccccc3Cl)c3ccccc32)SC1=S | -13 | 0.5 | -0.7 | 97 | 3 | 17 | 2 | -10 | 102
Cc1nnsc1C(=O)N/N=C/c1ccccc1Cl | 7 | -0.9 | 0.5 | 98 | -2 | -2 | -10 | -7 | 97
Cc1cc(C)cc(NC(=O)C2C3C=CC(O3)C2C(=O)O)c1 (configuration not stated) | x | 1.9 | 0.7 | 106 | -1 | 12 | 8 | -10 | 104
O=S(=O)(NCc1ccc2c(c1)OCO2)c1ccc(F)c(F)c1 | x | 0.0 | -0.1 | 106 | -11 | x | 4 | -4 | 105
NC(=O)c1cc(Br)cc(C2CCCCC2)c1O | 34 | -0.6 | 1.8 | 95 | -7 | 10 | 5 | -19 | 90
COc1ccc(N(C)S(=O)(=O)c2cccc(C(=O)N(C)Cc3ccc(C)o3)c2)cc1 | -3 | -0.3 | 0.4 | 101 | -6 | -1 | -4 | 25* | 95
N=c1c(C(=O)NCc2ccco2)cc2c(=O)n3ccccc3nc2n1C1CCCC1 | 37 | -0.2 | 0.2 | 100 | -8 | 14 | 3 | -14 | 95
COc1ccc(C)c(-n2c(N)cc(=O)n(Cc3ccccc3)c2=O)c1 | -20 | 0.3 | 0.0 | 100 | -2 | 5 | 1 | -4 | 101
Cc1ccc(OCC(=O)NC2CCS(=O)(=O)C2)c(C)c1 (configuration not stated) | 23 | x | x | 101 | -4 | 9 | 2 | -5 | 102
CCN(CC)C(=S)NC(=O)c1cccnc1 | 10 | -0.2 | 0.2 | 100 | -1 | 8 | 0 | -12 | 99
N[C@H](CSCc1ccccc1)C(=O)Nc1ccc([N+](=O)[O-])cc1 | 26 | 0.9 | 3.5 | 99 | -11 | -12 | 1 | 5 | 103
Cc1csc(C(=O)O)c1-c1c(C)csc1C(=O)O | 0 | -0.9 | -0.3 | 107 | -3 | 24 | 3 | -2 | 107
NNC(=O)Cn1c2ccccc2c2ccccc21 | 3 | -1.1 | 1.5 | 106 | -5 | 8 | 4 | -15 | 102
COc1ccc(OCCCC(=O)Nc2nncs2)cc1 | 4 | -0.1 | -0.5 | 104 | 1 | 1 | 2 | -5 | 101
CCn1c(COc2ccc(Cl)cc2)nnc1SCc1ccc(C#N)cc1 | 46 | 4.5 | 6.2 | 93 | -4 | x | -1 | 23 | 98
CCOC(=O)c1c(NC(C)=O)sc2c(OCCN(CC)CC)c(Br)ccc12 | 48 | 1.8 | 2.6 | 102 | -9 | 1 | 7 | -24 | 116
O=C(O)c1ccc(CNCc2ccc(Cl)cc2)cc1 | -2 | -1.0 | -0.3 | 103 | 0 | 32 | 1 | 8 | 110
O=C1C2=C(CCCC2)C(=O)N1c1cccc(OCCBr)c1 | -15 | -1.8 | -0.1 | 102 | -1 | 30 | 3 | -4 | 103
COc1cc2c(cc1OC)CN(C(=O)/C=C/c1cccs1)CC2 | 16 | -1.4 | -1.5 | 92 | -1 | 3 | -15 | 10 | 91
O=C(NCC1CCCO1)C(C(=O)c1ccccc1)n1ccccc1=O (configuration not stated) | 6 | 0.8 | 0.0 | 98 | -2 | 32 | -5 | -10 | 97
CNc1ccccc1C(C)(C)c1cc(-c2cccc([N+](=O)[O-])c2)no1 | 3 | -2.8 | 0.3 | 100 | -4 | -7 | -3 | 12 | 93
Cc1ccc(OCC(=O)NCc2cccnc2)cc1 | 45 | 0.3 | 0.0 | 88 | 3 | 19 | -11 | 24* | 84
Cc1cc(N2C(=O)C(O)=C(C(=O)c3cccs3)C2c2ccc(F)cc2)no1 (configuration not stated) | -1 | -2.0 | -1.1 | 99 | -2 | 11 | 1 | -3 | 99
CCOc1ccccc1NC(=O)CSc1nnc(CNC(=O)c2ccco2)o1 | 10 | 1.1 | -0.4 | 105 | -2 | 29 | 3 | -7 | 103

Single records, from the list above. Values in the order: PHOSPHO1 block | OXTR ag | V1aR counter | MEKK3 PB1 HTS | GalR3 antag | NALP1 yeast inh | MEKK2 mut-MEK5 | GPR7 antag | MEKK2wt PB1 HTS
COc1cc2c(cc1OC)CN(C(=O)/C=C/c1cccs1)CC2 in the list: 16 | -1.4 | -1.5 | 92 | -1 | 3 | -15 | 10 | 91
O=C1C2=C(CCCC2)C(=O)N1c1cccc(OCCBr)c1 in the list: -15 | -1.8 | -0.1 | 102 | -1 | 30 | 3 | -4 | 103
N=c1c(C(=O)NCc2ccco2)cc2c(=O)n3ccccc3nc2n1C1CCCC1 in the list: 37 | -0.2 | 0.2 | 100 | -8 | 14 | 3 | -14 | 95
NC(=O)c1cc(Br)cc(C2CCCCC2)c1O in the list: 34 | -0.6 | 1.8 | 95 | -7 | 10 | 5 | -19 | 90

Further results follow.
SMILES | PHOSPHO1 block | OXTR ag | V1aR counter | MEKK3 PB1 HTS | GalR3 antag | NALP1 yeast inh | MEKK2 mut-MEK5 | GPR7 antag | MEKK2wt PB1 HTS
CCN(CC)C(=O)C(C)OC(=O)COc1ccc(Cl)cc1Cl (configuration not stated) | -3 | 1.5 | 3.9 | 100 | -4 | 32 | -1 | -7 | 98
CCC(=S)/C=C1\Sc2ccccc2N1CCCS(=O)(=O)O | 64* | 0.1 | 0.1 | 98 | -6 | 2 | -4 | -9 | 93
O=C1/C(=C\Nc2ccccc2)CCN1c1ncccn1 | 15 | 0.7 | 1.4 | 104 | -4 | -9 | 15 | -16 | 102
Cc1ccc(/C=N/N(C)S(=O)(=O)c2ccc(C)cc2)cc1 | 48 | 0.0 | 0.6 | 95 | -8 | 2 | -3 | -16 | 95
COc1ccc(OC)c(S(=O)(=O)N(C)CC(=O)N2CCc3ccccc3C2)c1 | 8 | -0.5 | 0.0 | 97 | -1 | x | -2 | -7 | 100
CCOc1ccc(Nc2cc(=O)oc3ccccc23)cc1 | 45 | 1.1 | 0.9 | 85 | 2 | 11 | -8 | 3 | 89
CCCCOC(=O)C(NC(=O)c1ccccc1)=C(C)C | 25 | -0.6 | -0.8 | 91 | 1 | 2 | -4 | -2 | 94
COc1cccc(-n2nnc3c(=O)n(Cc4ccc(F)cc4)cnc32)c1 | 9 | -1.2 | -0.3 | 94 | -4 | 19 | -1 | 9 | 94
COc1ccc(C(=O)NCCc2nnc(SCC(=O)Nc3ccccc3)n2C)cc1 | 4 | 0.1 | -0.6 | 98 | 0 | 27 | 8 | 9 | 99
CC(C)Sc1nc2c(c(=O)n(C)c(=O)n2C)n1Cc1ccc(Cl)cc1 | 10 | 0.0 | 2.2 | 104 | -1 | 26 | 3 | -15 | 102
COc1ccc(Br)cc1C(=O)N/N=C/c1ccc([N+](=O)[O-])cc1 | 17 | 0.4 | 0.6 | 102 | -6 | 10 | -9 | -9 | 98
O=C1CC(N(O)c2ccccc2)C(=O)N1c1ccc(Cl)c(Cl)c1 (configuration not stated) | 23 | 2.3 | 1.9 | 108 | -6 | x | 10 | -2 | 103
Cc1ccc(NC(=S)NN(C)c2cc(C)nc(C)n2)cc1 | 8 | -0.4 | 0.7 | 129* | 3 | 12 | 1 | 0 | 107
Cc1ccc(/C=C2\CCCC3=C2NC(=S)NC3c2ccc(C)cc2)cc1 (configuration not stated) | 26 | -1.7 | -0.4 | 105 | -2 | 12 | 2 | -19 | 106
CS(=O)(=O)Cc1ccc(C(=O)N(CCc2ccccc2)Cc2ccccc2)cc1 | 22 | 1.9 | 0.8 | 107 | 0 | 12 | 6 | 3 | 109
COc1ccc(CNC(=O)[C@H](C)NC(=O)C2CCN(C(=O)[C@@H](N)Cc3ccccc3)CC2)cc1 | -70 | 0.4 | 1.1 | 103 | -6 | 13 | 3 | -8 | 104
Cc1cccc(N(Cc2ccccc2)C(=O)c2ccccc2S(C)(=O)=O)c1 | 28 | -0.9 | -1.2 | 107 | -3 | 20 | 0 | -3 | 106
Cc1nnc(NC(=O)CSc2nccn2C)s1 | 0 | 0.7 | 0.6 | 116 | -1 | -4 | 5 | -10 | 89
CCOC(=O)C1=C(CP(=O)(c2ccccc2)c2ccccc2)NC(=O)NC1c1ccc(OC)cc1 (configuration not stated) | -9 | -2.0 | 0.7 | 97 | 4 | 6 | 2 | -1 | 92
CC(C)=CCN1CCN(Cc2cccnc2)CC1CCO (configuration not stated) | -3 | 0.0 | 0.3 | 102 | 0 | 7 | -8 | -11 | 98

MEKK3 PB1 HTS: what is marked active above
smiles	PHOSPHO1 block	MEKK3 PB1 HTS	GalR3 antag	NALP1 yeast inh	MEKK2 mut-MEK5	GPR7 antag	MEKK2wt PB1 HTS
Cc1ccc(NC(=S)NN(C)c2cc(C)nc(C)n2)cc1	8	129*	3	12	1	0	107
